Source: PubChem BioAssay (several laboratories)
CatS block = inhibitors of human cathepsin S, biochemical, compound mixtures | 62,000 tested, 0.06% active | P25774 | inhibition, %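 (tested at 5 µM per compound within 10-compound mixtures)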 | recombinant cathepsin S, AMC dipeptide fluorescence, pooled mixtures | AID 501, 2006; in the data active = inhibition above about 32%, passing the limit was not always enough; inconclusive = no clear call, values can overlap the other calls;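 note: 0% = enzyme without compound and 100% = blank without enzyme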
PKA inh = inhibitors of human PKA kinase activity, primary screen, biochemical, ATP-depletion luminescence, Kemptide substrate | PKA Kemptide phosphorylation, Kinase-Glo ATP luminescence | inhibition, % at 6 µM | 65,000 tested, 0.1% active | AID 524, 2006;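 active = inhibition above the screen-wide mean inhibition plus 3 SD, cut at about 21% in these data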; note: many of its hits are not listed in these tables
JNK3 inh = JNK3 kinase activity inhibitors, primary screen, biochemical, human, purified enzyme; inhibition, % at 8 µM; 60,000 tested, 0.61% active; Mitogen-activated protein kinase 10 (Homo sapiens), P53779; HTS; in the data active = inhibition above about 17%;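 note: 0% = DMSO and 100% = reference inhibitor; many of its hits are not listed in these tables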
ROCK2 blocker = inhibitors of human ROCK2 kinase, primary screen, biochemical, high-throughput, luminescence | 60,000 tested, 0.35% active | inhibition, % at 6 µM | purified ROCK2, Kinase-Glo ATP depletion luminescence | Rho-associated protein kinase 2 (Homo sapiens), O75116;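 active = inhibition above the screen-wide mean inhibition plus 3 SD, cut at about 18% in these data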;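 note: plate controls were DMSO wells for no effect and Y-27632 control wells after no-enzyme background subtraction for full effect; many of its hits are not listed in these tables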
FXIa inh mix = FXIa protease inhibitors in compound pools, primary screen, biochemical, 10-compound mixtures; AID 680, 2007; Coagulation factor XI (Homo sapiens), P03951; purified FXIa, fluorogenic substrate, pooled mixtures; inhibition, % at 5 µM; 62,000 tested, 0.19% active;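 note: each value is inhibition by a whole ten-compound pool holding the compound; 0% = enzyme with no mixture and 100% = wells lacking enzyme; strong numbers were not always called active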
C1s inh = complement C1s protease inhibitors, primary screen, biochemical, 10-compound mixtures; Complement C1s subcomponent (Homo sapiens), P09871; purified C1s, fluorogenic AMC substrate, pooled mixtures; mean inhibition % of two 10-compound mixtures (stronger effect = higher value), % at 5 µM (by protocol); 62,000 tested, 0.16% active; AID 538, 2006;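 active = inhibition above 20% in each of the two 10-compound mixture wells holding the compound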;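 note: 0% = enzyme wells lacking compound mixture and 100% = no-enzyme blank wells; some compounds called inactive have numbers as strong as hits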
Target sequence (P09871 16-437 limits assumed): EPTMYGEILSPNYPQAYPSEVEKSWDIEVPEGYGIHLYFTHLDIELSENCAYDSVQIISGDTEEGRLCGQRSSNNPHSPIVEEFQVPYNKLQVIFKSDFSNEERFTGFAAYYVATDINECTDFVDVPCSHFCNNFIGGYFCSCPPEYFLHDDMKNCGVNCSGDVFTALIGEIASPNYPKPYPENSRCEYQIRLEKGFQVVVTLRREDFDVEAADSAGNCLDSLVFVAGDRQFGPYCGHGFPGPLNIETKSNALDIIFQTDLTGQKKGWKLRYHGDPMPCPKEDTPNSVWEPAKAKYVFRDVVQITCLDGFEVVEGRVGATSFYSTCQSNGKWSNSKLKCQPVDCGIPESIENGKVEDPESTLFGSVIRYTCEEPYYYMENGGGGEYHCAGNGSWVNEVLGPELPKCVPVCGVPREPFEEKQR
Target sequence (P09871 438-688 limits assumed): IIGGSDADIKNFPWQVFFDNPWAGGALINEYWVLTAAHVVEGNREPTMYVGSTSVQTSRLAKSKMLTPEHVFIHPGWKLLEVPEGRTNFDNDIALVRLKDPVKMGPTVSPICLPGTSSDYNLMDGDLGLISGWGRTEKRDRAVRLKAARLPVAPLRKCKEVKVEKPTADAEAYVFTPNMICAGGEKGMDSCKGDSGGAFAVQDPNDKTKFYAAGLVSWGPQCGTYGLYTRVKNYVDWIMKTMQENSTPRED
CatL block = inhibitors of human cathepsin L, biochemical; 58,000 tested, 0.17% active; inhibition, %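 (tested at 10 µM)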; purified cathepsin L, fluorogenic substrate, fluorescence; in the data active = inhibition above about 45%;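 note: 0% = enzyme with no compound and 100% = no enzyme blank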
CatG inh = human cathepsin G inhibitors, primary screen, biochemical, pooled compound mixtures, AMC fluorescence; purified enzyme, AMC-tetrapeptide fluorescence; inhibition, % at 5 µM (by protocol); AID 581, 2007; 62,000 tested, 0.2% active;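 active = inhibition above 20% in each of the two mixture wells holding the compound; inactive = inhibition of 20% or less in either well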;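 note: 0% = enzyme control without mixture and 100% = blank lacking enzyme; strong numbers were not always called active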
Target sequence (P08311 21-244 limits assumed): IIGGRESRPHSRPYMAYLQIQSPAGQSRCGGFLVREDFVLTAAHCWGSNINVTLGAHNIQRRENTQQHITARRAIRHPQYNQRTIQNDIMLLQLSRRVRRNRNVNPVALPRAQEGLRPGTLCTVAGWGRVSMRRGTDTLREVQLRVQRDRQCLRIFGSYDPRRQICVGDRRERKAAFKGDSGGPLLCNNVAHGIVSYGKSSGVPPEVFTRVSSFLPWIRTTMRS
FXIIa inh mix = human factor XIIa inhibitors, primary screen, biochemical, pooled compound mixtures, fluorogenic substrate | purified FXIIa | inhibition, % at 5 µM | 62,000 tested, 0.2% active;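 note: 0% = enzyme without compound and 100% = no enzyme blank; some results filed as inactive read as strong as hits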
The depositor's hits bear a star; ? = inconclusive; / = not tested or not shown. Cut-off read from the data, not from the text of the source, unless noted: active = inhibition above about 20% (passing the limit was not always enough); inactive = the rest.

Preview:
No.	molecule	CatS block	PKA inh	JNK3 inh	ROCK2 blocker	FXIa inh mix	C1s inh	CatL block	CatG inh	FXIIa inh mix
1	CCOc1ccc(NC(=O)N(C2CCCCC2)C2CCN(C(C)=O)CC2)cc1	-9	8	-6	6	-4	2	6	7	7
2	O=C(CNC(=O)c1cccs1)NCCN1CCN(Cc2ccccc2)CC1	9	0	-1	2	10	12	2	15	0

Main list, repeating the preview:
No.	molecule	CatS block	PKA inh	JNK3 inh	ROCK2 blocker	FXIa inh mix	C1s inh	CatL block	CatG inh	FXIIa inh mix
1	CCOc1ccc(NC(=O)N(C2CCCCC2)C2CCN(C(C)=O)CC2)cc1	-9	8	-6	6	-4	2	6	7	7
2	O=C(CNC(=O)c1cccs1)NCCN1CCN(Cc2ccccc2)CC1	9	0	-1	2	10	12	2	15	0
3	Cc1cc(C(=O)Nc2nc3ccc(S(C)(=O)=O)cc3s2)c(C)o1	-2	-3	-3	6	0	-25	-2	-13	-1
4	CCN(Cc1ccccc1)C(c1ccncc1)c1nnnn1C(C)(C)C (centres undefined)	4	5	-8	-2	13	-1	-1	5	-13
5	Cc1cc(NC(=O)CSc2nnc3c4c(C)c(C)sc4ncn23)no1	-8	-6	1	-5	14	17	-4	11	11
6	CCCC(=O)N(C)c1nnc(-c2ccc(OC)cc2)s1	-5	1	/	/	7	-3	/	-2	-16
7	Cc1ccc(Cn2ncc3c(NCCCN4CCOCC4)ncnc32)cc1	-1	7	-3	8	3	3	0	3	3
8	CN1C(=O)N(C)C2C1NC(=O)N2C (centres undefined)	-6	5	-3	6	-2	-30	0	5	-17
9	COc1ccc(OC)c(S(=O)(=O)N2CCC(C(=O)N3CCc4ccccc4C3)CC2)c1	-6	9	5	3	3	2	8	-2	15
10	O=c1ccsn1Cc1ccccc1	15	2	0	4	3	12	16	9	-3
11	COc1cc(S(=O)(=O)NCC2COCCO2)ccc1-n1cnnn1 (centres undefined)	1	-4	-4	-4	13	2	1	7	-3
12	CC(C)C1N=C2c3ccccc3N=C(SCC#N)N2C1=O (centres undefined)	?	8	-2	1	-2	-42	/	0	3
13	CCOC(=O)CSc1nnc(Cn2nnc(-c3ccccc3)n2)n1CC	2	11	-1	9	7	1	4	0	7
14	CCOCCCNCc1ccc(OC)c(OC)c1	-2	-3	-3	3	8	-23	0	2	9
15	Nc1ccc2oc(=O)c3ccccc3c2c1	-2	8	-1	15	7	15	-1	11	-1
16	CCCn1nnnc1SCC(=O)NCc1ccc2c(c1)OCO2	-2	3	-3	1	3	13	3	11	10
17	CCCCn1c(SCC(=O)Nc2cc(C)[nH]n2)nc2ccsc2c1=O	-44	-1	/	/	1	-24	-5	4	4
18	CCOC(=O)C(C)Sc1ncnc2c1nnn2-c1ccc(F)cc1 (centres undefined)	-1	12	5	5	1	-16	4	-11	8
19	COc1ccc(OC)c(NC(=O)Cn2c(CCC(=O)O)ccc2-c2cccs2)c1	10	2	1	3	-5	-2	5	11	7
20	Cc1nn(C)c(C)c1S(=O)(=O)Nc1ccc2c(c1)OCO2	15	7	-6	1	4	-27	7	-13	8

Pulled by compound from above (three):
No.	molecule	CatS block	PKA inh	JNK3 inh	ROCK2 blocker	FXIa inh mix	C1s inh	CatL block	CatG inh	FXIIa inh mix
17	CCCCn1c(SCC(=O)Nc2cc(C)[nH]n2)nc2ccsc2c1=O	-44	-1	/	/	1	-24	-5	4	4
13	CCOC(=O)CSc1nnc(Cn2nnc(-c3ccccc3)n2)n1CC	2	11	-1	9	7	1	4	0	7
8	CN1C(=O)N(C)C2C1NC(=O)N2C (centres undefined)	-6	5	-3	6	-2	-30	0	5	-17

Continued.
No.	molecule	CatS block	PKA inh	JNK3 inh	ROCK2 blocker	FXIa inh mix	C1s inh	CatL block	CatG inh	FXIIa inh mix
21	CCOC(=O)C1CCCN(C(=O)C2CCN(S(=O)(=O)c3cnc[nH]3)CC2)C1 (centres undefined)	17	6	-1	4	8	-6	11	36	3
22	Cn1c(NC(=O)c2ccc(C(C)(C)C)cc2)cc(=O)n(C)c1=O	0	-5	-6	-5	13	19	/	10	13
23	COC(=O)c1ccccc1NC(=O)CSc1nnc(CNS(=O)(=O)c2ccc(C)cc2)n1C	1	12	4	6	-6	-21	23	4	8
24	CCC(C)C(=O)Nc1cc(C(=O)OC)cc(C(=O)OC)c1 (centres undefined)	-3	0	-2	-3	9	11	-5	9	10
25	Cn1c(=O)n(CCOc2ccccc2Cl)c2ccccc21	9	7	-1	3	10	3	18	0	5
26	COc1cc2c(c(O)c1OC)C(=O)C(OC)CCC2 (centres undefined)	-12	6	-3	3	7	12	9	9	8
27	CC(C)OC(=O)C(C)(C)Oc1ccc(C(=O)c2ccc(Cl)cc2)cc1	-2	-6	-3	-5	0	-13	6	28	-16
28	O=C(NCCN1CCN(Cc2ccccc2)CC1)C1c2ccccc2C(=O)N2CCc3ccccc3C12 (centres undefined)	-6	1	13	-3	-10	-54	13	-4	-19
29	CCCCOc1ccc(N2C(=O)CC(N(O)c3ccccc3)C2=O)cc1 (centres undefined)	-2	3	-1	3	5	14	-9	13	13
30	CCC(C)(C)n1nnnc1C(c1cc2ccc(OC)cc2[nH]c1=O)N1CCN(C2CCCCC2)CC1 (centres undefined)	-7	5	5	1	13	1	-7	0	1
31	N#Cc1nc(-c2ccc(Cl)cc2)oc1NCc1ccco1	-9	-5	-3	-1	7	-10	-21	-3	10
32	Cn1c(SCC(=O)N2CCOCC2)nnc1-c1ccc(NC(=O)c2ccccc2F)cc1	0	10	1	-1	5	4	/	0	7
33	O=C(O)CC(c1ccccc1)n1cccc1 (centres undefined)	13	2	-2	0	2	12	12	8	-4
34	O=C(CSc1ccccn1)Nc1ccccc1F	6	/	/	/	4	15	23	11	0
35	COc1ccc(S(=O)(=O)Cc2ccc(C(=O)N3CCc4ccccc4C3)o2)cc1	12	6	0	-3	4	3	/	0	13
36	Cn1cccc1P(=O)(c1cccn1C)c1cccn1C	-4	11	2	5	-5	-17	-4	6	4
37	O=C(NCc1ccco1)Nc1ccc2nsnc2c1	14	10	6	8	2	-7	-5	-1	0
38	O=C1CC(c2nc3ccccc3[nH]2)CN1Cc1ccccc1 (centres undefined)	4	0	5	3	0	-23	19	-5	-8
39	CSCc1nnc(NC(=O)c2ccc(S(=O)(=O)N(CC(C)C)CC(C)C)cc2)o1	3	7	7	3	7	12	14	9	-17
40	COc1ccc(NC(=O)Cn2nc3n(c2=S)CCC3)cc1	-4	9	-5	3	6	-1	13	-4	6

6 entries out of the list, arranged by SMILES length, highest first:
No.	molecule	CatS block	PKA inh	JNK3 inh	ROCK2 blocker	FXIa inh mix	C1s inh	CatL block	CatG inh	FXIIa inh mix
28	O=C(NCCN1CCN(Cc2ccccc2)CC1)C1c2ccccc2C(=O)N2CCc3ccccc3C12 (centres undefined)	-6	1	13	-3	-10	-54	13	-4	-19
23	COC(=O)c1ccccc1NC(=O)CSc1nnc(CNS(=O)(=O)c2ccc(C)cc2)n1C	1	12	4	6	-6	-21	23	4	8
39	CSCc1nnc(NC(=O)c2ccc(S(=O)(=O)N(CC(C)C)CC(C)C)cc2)o1	3	7	7	3	7	12	14	9	-17
22	Cn1c(NC(=O)c2ccc(C(C)(C)C)cc2)cc(=O)n(C)c1=O	0	-5	-6	-5	13	19	/	10	13
38	O=C1CC(c2nc3ccccc3[nH]2)CN1Cc1ccccc1 (centres undefined)	4	0	5	3	0	-23	19	-5	-8
34	O=C(CSc1ccccn1)Nc1ccccc1F	6	/	/	/	4	15	23	11	0

Additional entries:
(41) COC(=O)C1=C(C)NC(C)=C(C(=O)OC)C1c1ccccc1[N+](=O)[O-]
(42) O=C(O)CC1Sc2nc3ccccc3n2C1=O (centres undefined)
(43) N=c1n(CCO)c2ccccc2n1Cc1ccccc1Cl
(44) Cc1ccc(C(C)C)c(OCC(O)CN2CCOCC2)c1 (centres undefined)
(45) CC(=O)c1cc2c(cc1NC(=O)CSc1nnc(C)s1)OCO2
(46) N#CCCN1CCN(C(=S)c2ccc(-c3ccc(Cl)c(Cl)c3)o2)CC1
(47) COc1ccc(N(CC(=O)NC2CCCCC2)C(=O)CCCC(=O)Nc2ccccn2)c(OC)c1
(48) O=C(NC12CC3CC(CC(C3)C1)C2)N1CCN(S(=O)(=O)c2ccc(Cl)cc2)CC1
assay / compound,41,42,43,44,45,46,47,48
CatS block,-4,1,-1,0,12,0,5,6
PKA inh,-2,-12,8,7,-3,11,9,-2
JNK3 inh,3,-6,5,-1,-2,-5,1,-2
ROCK2 blocker,3,-12,8,6,-2,6,4,0
FXIa inh mix,2,11,4,2,7,3,3,9
C1s inh,13,-43,15,-6,-6,-5,-1,5
CatL block,-12,10,10,7,9,17,0,25
CatG inh,11,4,9,0,6,-2,9,1
FXIIa inh mix,1,4,2,3,-18,5,-17,0

(49) Cc1ccc(C)c(OCc2nc(-c3cccnc3)no2)c1
(50) CCN(CC)S(=O)(=O)c1cccc(-c2nnc(SCC#N)n2Cc2ccccc2)c1
(51) CCCCn1c(SCC(=O)NC(=O)NCc2ccco2)nc2cc(S(N)(=O)=O)ccc21
(52) CCOC(=O)CNC(=O)c1ccc2[nH]c3c(c2c1)CCCC3
(53) CC(=O)c1ccc(NC(=O)CSc2nnc(Cc3cccn3C)n2-c2ccc(F)cc2)cc1
(54) COCCCn1c2nc3ccccc3nc2c2c(=O)n(CC3CCCO3)cnc21 (centres undefined)
(55) O=C(Cc1ccc(Cl)cc1)Nc1ccc(-c2nnc(-c3ccco3)o2)cc1
(56) Cc1cc(C)c2c(c1)OC(O)(C(F)F)CC2=O (centres undefined)
(57) c1ccc2c(c1)OCC(c1nn3cnnc3s1)O2 (centres undefined)
(58) NC(=O)C1CCN(C(=O)CN2C(=O)c3ccccc3S2(=O)=O)CC1
(59) COc1ccc(-n2nc3cc(C)c(NC(=O)c4cccnc4)cc3n2)cc1
assay / compound,49,50,51,52,53,54,55,56,57,58,59
CatS block,-10,0,-5,-7,-1,/,-4,-3,8,-4,-1
PKA inh,11,1,1,5,3,5,9,6,-6,15,-8
JNK3 inh,-5,3,8,-12,3,4,/,7,-12,-3,8
ROCK2 blocker,10,2,-2,6,2,5,/,4,-3,4,-7
FXIa inh mix,5,0,-4,6,6,/,0,3,6,-6,6
C1s inh,1,15,44,4,2,/,-9,0,3,-13,5
CatL block,/,16,-4,/,1,-202,-16,0,9,0,-20
CatG inh,0,10,8,7,9,/,4,2,2,-10,14
FXIIa inh mix,0,-2,-12,3,-1,/,3,1,10,0,6

An unsorted share of the library. Share with any hit: about 1.5%.
